14-3-3 PPI – 14-3-3 gamma protein interaction modulation | 0.19% of 160,000 active | inhibition, % at 40 µM | FP, 14-3-3gamma / TMR-pS259-Raf peptide binding | AID 422; in the data active = inhibition above about 30%;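 note: 0% = protein plus tracer without compound and 100% = blank with tracer alone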
Target sequence (P61981 whole entry, looked up): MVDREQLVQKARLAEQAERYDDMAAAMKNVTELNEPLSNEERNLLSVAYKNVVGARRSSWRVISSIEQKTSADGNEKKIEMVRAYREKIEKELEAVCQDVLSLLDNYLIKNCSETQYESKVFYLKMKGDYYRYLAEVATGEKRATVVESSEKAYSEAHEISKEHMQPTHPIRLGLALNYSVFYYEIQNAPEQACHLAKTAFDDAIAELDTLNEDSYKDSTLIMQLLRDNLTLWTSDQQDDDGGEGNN
* = called active by the depositor; & = joins results of further samples. Only part of the results is shown. The share of hits here may be higher or lower than overall.

molecule	14-3-3 PPI
O=C(NCCc1c[nH]c2ccccc12)C(=O)NCC1CCCO1 (stereo not drawn)	-8.9
COc1ccc2c(c1)C(C)=CC(C)(C)N2C(=O)Nc1cccc(Cl)c1	-1.0
O=C(O)COc1ccccc1C=Cc1ccc2cccc(OCc3ccccc3)c2n1	-13.2
CCOc1ccc(C2N(c3ccc(OC)cc3)C(=O)C3CCCN32)cc1OC (stereo not drawn)	-2.7
Cc1sc2nc(SCC(N)=O)[nH]c(=O)c2c1C	-4.9
CSc1nnc2c(n1)OC(c1cc(O)ccc1Cl)Nc1ccccc1-2 (stereo not drawn)	3.0
COc1ccc(OC)c(C(=O)CSc2nnc(-c3ccc(OC)c(OC)c3)o2)c1	-3.1
O=C(c1ccccc1C(F)(F)F)N1CCN(S(=O)(=O)c2ccccc2)CC1	0.3
CCCOC(=O)CSc1nnc(-c2ccccc2Cl)o1	5.5
c1ccc(CCc2nn3c(Cc4ccccc4)nnc3s2)cc1	-2.0
COc1ccc(NC(=O)c2cc(-c3ccc(F)cc3)nc3ccccc23)cc1OC	-6.3
FC(F)(F)c1ccc(-c2nc(-c3ccc(Br)cc3)no2)cc1	2.5
Cc1ccc(-c2csc(N)n2)s1	-0.5
O=C(Oc1cccnc1)c1ccc(Cl)c(Cl)c1	-1.5
CCCS(=O)(=O)N1CCN(C(=O)c2cccc([N+](=O)[O-])c2)CC1	-8.4
O=C(COC(=O)C1C2CCC(C2)C1C(=O)c1ccccc1)c1ccc(Cl)cc1 (stereo not drawn)	-5.8
CCCCCn1c(=O)[nH]c2cc(C(=O)NCc3ccccc3Cl)ccc2c1=O	-0.9
COC(=O)C1=C(C)NC2=C(C(=O)c3ccccc32)C1c1ccccc1OCc1cccc(F)c1 (stereo not drawn)	-13.4
Cc1cc2c(Nc3ccc(Br)cc3C)ncnc2s1	0.1
COc1ccc(C2Nc3ccccc3C(=O)N2c2ccc(C)cc2)cc1CSc1ccccn1 (stereo not drawn)	-11.4
COc1ccc(CC(=O)Nc2sc3c(c2C(=O)Nc2cccc(Cl)c2)CCCCC3)cc1	-18.6
COc1ccc(C2CC(c3ccc(OC)cc3OC)n3nnnc3N2)cc1 (stereo not drawn)	-4.2
Cc1sc(NC(=O)c2cc3ccccc3oc2=O)nc1-c1ccccc1	-5.6
COc1ccc(NC(=O)c2oc3ccccc3c2NC(=O)c2ccco2)c(OC)c1	-8.7
C=CCOc1ccc(-c2cc(C(F)(F)F)c3c(N)c(C(=O)Nc4ccc(OC)cc4)sc3n2)cc1	-28.0
CCOC(=O)Nc1ccc2c(c1)Sc1ccccc1N2C(=O)CCN1CCOCC1	-3.2
O=C(CCNS(=O)(=O)c1cccc2nonc12)Nc1ccc(Br)cc1	-6.2
Cc1nnc(SCCn2c(N3CCC(C)CC3)nc3c2c(=O)[nH]c(=O)n3C)s1	-2.6
COc1ccc(OCC(=O)Nc2ccc(S(=O)(=O)N3CCCCCC3)cc2)cc1	-5.8
CC1CC(Nc2ccccc2)c2ccccc2N1C(=O)c1ccccc1 (stereo not drawn)	8.8
CC(C(=O)Nc1cc(C(F)(F)F)ccc1N1CCOCC1)N1C(=O)C2CC=CCC2C1=O (stereo not drawn)	-6.3
Nc1cc(-c2cccc(F)c2)nn1S(=O)(=O)c1cccc2nsnc12	4.0
O=C(O)CC1=C(c2ccc(F)cc2)CCC1=O	-10.0
COc1ccc2nc(SCC(=O)N3CCNC3=O)[nH]c2c1	-5.0
CN1CCc2c(n(-c3ccccc3)c3ccccc23)C1=O	-14.8
CCOc1cccc(C2C(C(=O)OCCOc3ccccc3)=C(C)NC3=C2C(=O)CC(C)(C)C3)c1 (stereo not drawn)	-13.7
C=CCN1CCc2cc(O)c(O)cc2C(c2ccccc2)C1 (stereo not drawn)	1.8
O=[N+]([O-])c1cc(S(=O)(=O)c2ccc(Br)c([N+](=O)[O-])c2)ccc1Br	-4.5
Cc1ccc(C(C)C)cc1S(=O)(=O)N1CCc2ccccc2C1	1.3
CC(C)CCn1c(N2CCN(Cc3ccccc3)CC2)nc2c1c(=O)[nH]c(=O)n2C	-7.5
CCOC(=O)c1cnc2cc(-c3ccc(Br)cc3)nn2c1-c1ccccc1	-6.5
CNC(=O)C1=C(C)NC(=S)NC1c1cccc(OC)c1OC (stereo not drawn)	-0.9
Cc1cccc(S(=O)(=O)NCCC(=O)OC(C)C(=O)NC(=O)NC2CCCCC2)c1 (stereo not drawn)	-6.2
Cc1ccc(S(=O)(=O)n2c(SCC(=O)NCc3ccccc3)nc3ccccc32)cc1	-3.9
CC1=C(C(=O)OCCc2ccccc2)C(c2ccc3c(c2)OCO3)C2=C(CC(C)(C)CC2=O)N1 (stereo not drawn)	-4.6
CCOc1ccc(NC(=O)c2sc(=S)n(-c3ccc(CC)cc3)c2N)cc1	-7.8
COc1ccccc1CC(=O)Nc1ccc(-c2noc(COc3ccc(Cl)c(C)c3)n2)cc1	-2.1
c1ccc2c(c1)sc1nnnn12	-4.1
CCCCN1C(=O)CN(C2CCCCC2)C(=O)C1c1ccc(OC(C)C)c(OC)c1 (stereo not drawn)	2.2
CCSc1nnc(-c2ccc(S(=O)(=O)N3CCCC3)cc2)n1C	-1.3

New compounds follow.
molecule	14-3-3 PPI
COc1ccc(CNC(=O)c2[nH]c(C)c(C(C)=O)c2C)cc1	-2.0
CSc1ccccc1NC(=O)c1ccco1	6.9&-14.8
CC(=O)Oc1ccc(-c2cccc(C(=O)OCC(=O)c3ccc(Br)cc3)c2)cc1	-4.7
COC(=O)CN1C=C(C(=O)OC)C(c2ccc(O)cc2)C(C(=O)OC)=C1	4.9
O=C(CN1CCN(C(=O)c2ccco2)CC1)Nc1ccc(OCc2ccccc2)cc1	-5.7
Cc1ccc(C2CC(c3ccc(NS(C)(=O)=O)cc3)=NN2C(=O)c2cccs2)cc1 (stereo not drawn)	-156.1
COc1cc(C(=O)Nc2ccc(-c3nc4ccccc4o3)cc2)cc(OC)c1OC	-70.8
COc1ccc(NC(=O)c2sc3nc(C)cc(C(F)(F)F)c3c2N)cc1	-152.1
CC(=O)Oc1ccc(C2Nc3ccc4ccccc4c3C3C=CCC32)c(OC(C)=O)c1 (stereo not drawn)	-22.4
COC(=O)c1ccccc1NC(=O)COc1cc(C)ccc1C(C)(C)C	-7.1
COCCCNc1ncnc2nc[nH]c12	-0.9
CC(C)c1ccc(Nc2cc(C(=O)N3CCCCC3)c3ccccc3n2)cc1	-13.1
COc1ccc(NC(=O)c2nn3c(c2Br)NC(c2ccc(Br)o2)CC3C(F)(F)F)c(OC)c1 (stereo not drawn)	-146.9
CCOC(=O)Cn1c(N)c(C(=O)OC)sc1=S	-11.3&-23.4
CCCCc1ccc(NC(=O)CSc2nc3c(c(=O)n2-c2ccc([N+](=O)[O-])cc2)SCC3)cc1	1.9
O=C1C2C3c4ccccc4C(c4ccccc43)C2C(=O)N1c1ccccc1F (stereo not drawn)	-0.3
CC(=O)Nc1ccc(NC(=O)C2C3CCC(C3)C2C(=O)O)cc1 (stereo not drawn)	-2.0
Cn1c(=O)c2c(nc(NCc3ccccc3)n2Cc2ccccc2F)n(C)c1=O	-10.3
Cn1c(SCc2nc3ccccc3s2)nnc1-c1ccc2c(c1)OCO2	6.3
CSc1ccc(S(=O)(=O)NCCSc2ccccn2)cc1	2.6
CC(=O)OCc1cnc(C)c2oc(=Nc3ccc(Br)cc3)c(C(=O)Nc3ccc(C)cc3)cc12	-7.2
Cn1c(=O)[nH]c(=O)c2c1nc(CN1CCOCC1)n2CCCO	4.0
S=c1[nH]ncn1-c1ccccn1	2.0&-9.0
COc1ccc(Cl)c(Cn2c(NCCCN(C)C)nc3c2c(=O)n(C)c(=O)n3C)c1	-3.2
Cc1ccc(CCNC(=O)c2cc(-c3cccnc3)nc3ccc(S(=O)(=O)N4CCCCCC4)cc23)cc1	3.1
CCCn1c(=NC(=O)c2ccc(C)c([N+](=O)[O-])c2)c(C(=O)OCC)cc2c(=O)n3ccccc3nc21	-4.3
CCCOc1ccc(N2C(=O)CC(NCc3ccc4[nH]c(C)cc4c3)C2=O)cc1 (stereo not drawn)	-12.8
CCOC(=O)CSc1nnc(NC(=O)c2cccc(S(=O)(=O)N3CCCC3)c2)s1	-1.9
Cc1cc(OCC(=O)N(C)Cc2ccccc2)cc(C)c1Cl	-3.9
COc1cc(S(=O)(=O)NCCC23CC4CC(CC(C4)C2)C3)c(OC)cc1Cl	-4.1
CCOC(=O)c1c(C)[nH]c(C(=O)OCC(=O)N2CC(C)OC(C)C2)c1C (stereo not drawn)	-5.4
O=C(COc1ccc2ccccc2c1CN1CCOCC1)N1CCc2ccccc21	1.5
CCCNc1ncnc2sc(C)c(C)c12	-8.1
CCOC(=O)C1C(=O)C=C(c2ccco2)CC1c1ccc(CC)cc1 (stereo not drawn)	-37.9
Cn1c(=O)c2c(nc(SCC(=O)O)n2C)n(C)c1=O	-3.1
Cc1ccccc1NC1CC(C)N(C(=O)CN2C(=O)c3ccccc3C2=O)c2c(C)cccc21 (stereo not drawn)	6.1
Cc1ccc(CCN2CC(C(=O)NC3CCC(C)CC3)CC2=O)cc1 (stereo not drawn)	1.8
O=C(c1cc2ccccc2o1)N1CCN(c2ccccc2Cl)CC1	-8.1
O=S(=O)(Nc1cccc(NS(=O)(=O)c2ccccc2)n1)c1ccccc1	-20.7
COC(=O)c1cc(OC)c(OC)cc1NC(=O)c1c(-c2ccccc2Cl)noc1C	3.9
Cc1c(NC(=O)CCN2C(=S)NC(C)(C)CC2C)c(=O)n(-c2ccccc2)n1C (stereo not drawn)	-10.4
COc1cc(CN2CC(=O)N(c3ccc(C)c(C)c3)C2=S)cc(OC)c1OC	4.0
Cc1cccc(-n2c(-c3ccc(Br)cc3)nc3c(cnn3-c3ccccc3)c2=O)c1	-19.9
COCC(=O)NCc1ccc2c(c1)OCO2	1.9
CCCC(=O)N1CC(=O)Nc2ccc(F)cc2C1c1ccccc1 (stereo not drawn)	-12.6
COc1cc(C2NC(=O)CCC2[N+](=O)[O-])c(OC)cc1Br (stereo not drawn)	-2.6
COC(=O)C1=CN(Cc2ccccc2)C=C(C(=O)OC)C1c1ccc2c(c1)OCO2	-0.1
O=C(CCCCn1c(=S)[nH]c2ccsc2c1=O)Nc1ccc2c(c1)CCC2	-9.5
Nn1c(Nc2ccccc2)nc2ccccc2c1=O	-2.2
Clc1ccc(OCc2nc(-c3ccncc3)no2)c(Br)c1	0.5

Filtered by structure, the compounds so far containing a nitro group on carbon (5)
molecule	14-3-3 PPI
CCCS(=O)(=O)N1CCN(C(=O)c2cccc([N+](=O)[O-])c2)CC1	-8.4
O=[N+]([O-])c1cc(S(=O)(=O)c2ccc(Br)c([N+](=O)[O-])c2)ccc1Br	-4.5
CCCCc1ccc(NC(=O)CSc2nc3c(c(=O)n2-c2ccc([N+](=O)[O-])cc2)SCC3)cc1	1.9
CCCn1c(=NC(=O)c2ccc(C)c([N+](=O)[O-])c2)c(C(=O)OCC)cc2c(=O)n3ccccc3nc21	-4.3
COc1cc(C2NC(=O)CCC2[N+](=O)[O-])c(OC)cc1Br (stereo not drawn)	-2.6

Next structures:
molecule	14-3-3 PPI
CCOC(=O)c1sc2nc(CC(=O)OC)nc(Nc3cc(Cl)ccc3OC)c2c1C	-5.1
CC(=O)C(Sc1ncnc2sc(C)c(C)c12)C(C)=O	-69.2
CCOc1ccc(Nc2cc(N3CCCC3)c3noc4c3c2C(=O)c2ccccc2-4)cc1	-111.9
CCOC(=O)CSc1nc2cc(C(=O)NCc3ccco3)ccc2c(=O)n1C1CCCCC1	-1.5
CC1CCCCN1S(=O)(=O)c1ccc(F)c(C(=O)Nc2cccc(Cl)c2)c1 (stereo not drawn)	-5.5
Cc1cccc(N(CC(=O)Nc2ccccc2)S(C)(=O)=O)c1C	-5.5
CCN(CC)S(=O)(=O)c1ccc(C(=O)Nc2ccc(OCC(=O)N3CCOCC3)cc2)cc1	1.6
CCc1ccccc1NC(=O)CCS(=O)(=O)c1ccc2c(c1)CCN2C(C)=O	13.7
O=C1CN(C(=O)c2ccccc2I)C(c2ccc(F)cc2)c2cc(F)ccc2N1 (stereo not drawn)	-2.7
Cc1cc(NC(=O)CSc2nnc3c(C)cc4ccccc4n23)no1	0.9
Cc1ccc(C)n1CCN1CCN(CC(=O)Nc2cc(C(F)(F)F)ccc2Cl)CC1	-11.6
FC(F)(F)c1cc(N2COc3cc4c(cc3C2)OCO4)ccc1Cl	17.0
FC(F)(F)C1(C(F)(F)F)NC2C(OCCCl)CC1C2Cl (stereo not drawn)	-0.3
O=c1cc(-c2ccccc2)c2ccc3c(c2o1)CN(c1ccc(F)cc1)CO3	-3.8
CCCOc1ccc(NC(=O)CC2SC(N)=NC2=O)cc1 (stereo not drawn)	4.0
COc1ccc(C(=O)Nc2ccc(NC(=O)c3ccc(C(C)(C)C)cc3)cc2)cc1[N+](=O)[O-]	-2.0
COc1ccc(-c2cn3c4c(=O)n(C)c(=O)n(C)c4nc3n2CCC23CC4CC(CC(C4)C2)C3)cc1	-6.0
CCOC(=O)C1CCN(c2cc(=O)n(Cc3ccc(F)cc3)c(=O)[nH]2)CC1	-4.3
CN(C(=O)c1nn(-c2ccc(Cl)cc2)c(=O)c2ccccc12)C1CCCCC1	-5.1
CCN1CCN(CCCNS(=O)(=O)c2cc(Br)cc3c2N(C(C)=O)CC3)CC1	-10.4
Cc1c(C(=O)NCCN2CCOCC2)oc2ccc(S(=O)(=O)N3CCCC3)cc12	1.9
Brc1ccc(C2=CC(c3ccc(Br)cc3)n3nnnc3N2)cc1 (stereo not drawn)	-22.0
Cc1cccc(NC(=O)CCN2C(=O)C3C4C=CC(C4)C3C2=O)c1 (stereo not drawn)	5.9
